Compound activity from PubChem BioAssay.
procasp3 activ: activates human procaspase-3; activation, % at 8.5 µM; recombinant procaspase-3 D3A, Ac-DEVD-pNA absorbance 405 nm; AID 463141; hit rate 0.11% among 330,000;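 active = activation above the mean of all tested compounds plus 3 SD, cut at about 21% in these data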;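 also: 0% = DMSO alone and 100% = DMSO wells spiked with extra 5 µM PC-3 D3A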
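System: Procaspase-3 D3A mutant. Medium: Zinc-free 300 mM NaCl, 50 mM HEPES, 0.01% Triton X-100. Schedule: 1 h preincubation plus 2 h reaction at 25 °C. Measured by: 405 nm absorbance of p-nitroaniline, reads at 0 and 120 min. Read-out: percent activation relative to control range.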
LAP4-GFP MLPCN: modulators of TOR pathway LAP4-GFP in S. cerevisiae; hit rate 0.34% among 320,000; S. cerevisiae LAP4-GFP multiplex, flow cytometry GFP, 3 h; median GFP as percent of DMSO wells; AID 2023; GFP response vs DMSO, % at 10 µM;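 active = GFP response vs DMSO above a set limit, about the screen mean plus 3 SD, cut at about 150% in these data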
RPL19A-GFP yeast: alters RPL19A-GFP fluorescence in TOR pathway yeast screen; S. cerevisiae RPL19A-GFP strain, flow cytometry, 3 h; active compounds read low; percent response vs DMSO, % at 10 µM; hit rate 0.3% among 330,000; AID 2025;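 active = percent response vs DMSO below 50%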;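 also: median channel GFP fluorescence of the barcoded RPL19A-GFP strain; ratio of sample median GFP to plate DMSO average so 100% = DMSO; lower means less RPL19A-GFP as with rapamycin TOR inhibition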
EBNA-1 inh: blocks EBNA-1 binding to DNA; EBNA-1 DNA binding, fluorescence polarization; inhibition, % at 14.8 µM; hit rate 0.34% among 300,000; in the data active = inhibition above about 28%
ZTA counter: counter-screen for EBNA-1 inhibitors: inhibitors of Epstein-Barr virus ZTA. ZTA-DNA binding, fluorescence polarization. inhibition, % at 11 µM. hit rate 0.15% among 320,000. P03206; in the data active = inhibition above about 33%
AHR act: human AHR activation; P35869; AHR-responsive luciferase reporter cells, luminescence; activation, % at 5 µM; hit rate 2.5% among 320,000; AID 2796; in the data active = activation above about 47%;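 also: 0% = vehicle wells and 100% = reference agonist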
procasp7 counter: counter-screen for procaspase-3 activators: activators of human procaspase-7; recombinant procaspase-7, Ac-DEVD-pNA absorbance 405 nm; D23A/D198A/D206A triple mutant, cannot self-cleave; scale: DMSO 0, 5 µM enzyme 100; activation, % at 8.5 µM; hit rate 0.093% among 330,000;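 active = percent activation above the screen-wide mean plus 3 SD, cut at about 25% in these data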
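Test system: Procaspase-7 triple mutant (PC-7 D3A). Also added: Ac-DEVD-pNA substrate, 400 µM as added. Schedule: 1 h enzyme–compound preincubation and 2 h substrate reaction, both 25 °C. Signal: p-Nitroaniline absorbance at 405 nm, read at 0 and 120 min. Control set: low DMSO alone, high DMSO plus 5 µM PC-7.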
MEP2-GFP yeast: modulators of TOR pathway MEP2-GFP in S. cerevisiae | S. cerevisiae MEP2-GFP strain, flow cytometry GFP, 3 h; 100% = DMSO control level | GFP response vs DMSO, % at 10 µM | hit rate 0.51% among 330,000 | AID 2016;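 active = GFP response versus DMSO above a set limit, roughly screen mean plus 3 SD, cut at about 180% in these data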;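 also: median GFP fluorescence of the barcode-gated MEP2-GFP cells per well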
The depositor's hits bear a star; x = not tested or not shown.

Preview (two entries):
SMILES	procasp3 activ	LAP4-GFP MLPCN	RPL19A-GFP yeast	EBNA-1 inh	ZTA counter	AHR act	procasp7 counter	MEP2-GFP yeast
CCn1c(CNC(=O)c2cccc(C)c2)nnc1SCC(=O)NC1=NCCS1	3	94	97	4	4	0	2	95
CCCNC(=O)NC(=O)COc1ccc2oc3ccccc3c2c1	-1	105	105	1	-11	13	3	100

The whole of this part, from the first entry:
SMILES	procasp3 activ	LAP4-GFP MLPCN	RPL19A-GFP yeast	EBNA-1 inh	ZTA counter	AHR act	procasp7 counter	MEP2-GFP yeast
CCn1c(CNC(=O)c2cccc(C)c2)nnc1SCC(=O)NC1=NCCS1	3	94	97	4	4	0	2	95
CCCNC(=O)NC(=O)COc1ccc2oc3ccccc3c2c1	-1	105	105	1	-11	13	3	100
CCN(CC)S(=O)(=O)c1ccc(N/N=C(\C)c2cccnc2)nc1	3	85	100	1	-2	17	-10	105
O=c1c([N+](=O)[O-])cc(C(F)(F)F)cn1Cc1cccc(Cl)c1	9	108	107	-4	-3	-2	3	108
COc1ccccc1-n1c(CNC(=O)c2ccc(S(=O)(=O)N3CCOCC3)cc2)n[nH]c1=S	2	90	105	7	9	0	-12	94
CS(=O)(=O)NCc1ccc(C(=O)NC2CCCCC2)cc1	-2	97	98	8	8	1	7	98
CN1CCN(S(=O)(=O)c2cc([N+](=O)[O-])ccc2N2CCCCCC2)CC1	0	97	102	-4	9	1	-6	95
COc1cccc(/C=C/C(=O)OCC(=O)Nc2ccc3[nH]c(=O)[nH]c3c2)c1OC	2	107	96	-2	4	-1	14	95
O=S(=O)(c1ccc(Cl)cc1)N1CCN(c2ccccn2)CC1	1	84	102	-13	4	0	-10	97
COC(=O)c1ccccc1NC(=O)CN1C(=O)C2CCCN2c2ncc(Cl)cc21 (stereo unspecified)	-6	102	97	4	3	0	-7	116
COC(=O)c1ccc(NS(=O)(=O)c2ccc(S(=O)(=O)N3CCOCC3)cc2)cc1	-3	100	92	x	x	2	4	90
COc1ccc(NS(=O)(=O)c2ccc(NC(=S)NC(=O)c3ccc(Br)cc3)cc2)nn1	1	91	98	-1	4	2	-12	103
Cc1nc2nc(-c3ccc(Cl)cc3)[nH]n2c(=O)c1Cc1ccccc1	-1	96	88	-4	-8	11	5	101
COc1ccc(Cl)cc1-n1c(C)cc(C(=O)OCC(=O)N2CC(=O)Nc3ccccc32)c1C	-2	89	105	4	5	9	-11	92
O=C(Cn1ccc2ccccc2c1=O)N1CCN(c2cccc(Cl)c2)CC1	-1	104	98	-5	-11	20	-5	110
CCN(CC)CCSc1nc(O)c(C(C)C)c(=O)[nH]1	7	100	98	-10	-2	1	3	102
O=C(O)CC(NC(=O)OCc1ccccc1)c1ccccc1 (stereo unspecified)	2	107	103	5	-7	0	6	110
Cc1cccc(N=C2C(=O)Nc3c(Cl)cccc32)c1	1	92	100	-10	0	33	8	100
Cc1cccc(NC(=O)CSc2nnc(CNC(=O)c3ccco3)o2)c1	4	88	101	2	2	7	-5	96
O=C(Cc1n[nH]c(=O)c2ccccc12)N1CCN(S(=O)(=O)c2ccc(F)c(Cl)c2)CC1	1	93	99	x	x	-2	-4	107
CC(C)CCNC(=O)c1cccc(Cl)c1	1	94	93	-1	21	3	11	93
CCOc1cc(/C=N/NC(=S)Nc2ccccc2C(F)(F)F)ccc1OCC(=O)N1CCOCC1	3	95	101	-10	-5	8	2	101
CCC(=O)N1CCc2cc(S(=O)(=O)N(CC)c3cccc(C)c3)ccc21	4	91	94	5	1	0	0	96
Cc1ccccc1-c1nnc(CN2CCC(C)CC2)o1	-4	99	103	1	5	0	-13	104
Cc1ccc2nc(N3CCC(C(=O)O)CC3)nc(-c3ccccc3)c2c1	4	114	97	11	-3	3	0	98
COc1ccc(N2CCN(C3CCCN(S(=O)(=O)c4ccc(C)cc4C)C3)CC2)cc1 (stereo unspecified)	-7	77	96	3	-15	1	2	105
Cc1ccc(S(=O)(=O)c2cc3ccc(O)cc3oc2=O)cc1C	-30	93	90	8	-3	1	-23	95
CCN(CC(=O)Nc1ccc(Br)cc1F)CC(=O)NC1CCS(=O)(=O)C1 (stereo unspecified)	7	97	98	x	3	1	7	96
O=C(O)C1CCC(NSc2ccccc2[N+](=O)[O-])CC1 (stereo unspecified)	-21	199*	90	-4	12	4	-36	96
O=C(COC(=O)c1cc(=O)c2ccccc2o1)NCC1CCCCC1	4	105	93	8	11	0	-7	96

Continued.
SMILES	procasp3 activ	LAP4-GFP MLPCN	RPL19A-GFP yeast	EBNA-1 inh	ZTA counter	AHR act	procasp7 counter	MEP2-GFP yeast
CCc1nnc(NC(=O)CSCc2cc(=O)n3ccsc3n2)s1	-1	87	98	-9	3	2	4	92
O=C1CC(C(=O)N2CCc3ccccc32)CN1c1ccccc1 (stereo unspecified)	13	113	100	-2	11	4	12	110
Cc1ccc2c(c1)SC1=NC(c3ccccc3)(C(F)(F)F)NC(=O)N12 (stereo unspecified)	3	101	102	11	10	2	6	109
CC1(c2cnc(Nc3ccccc3)s2)CCC(=O)O1 (stereo unspecified)	-1	86	99	-3	8	0	10	92
Cc1c(N=Cc2cc(Br)cc(Br)c2O)cccc1C(=O)O	-2	x	x	-5	5	1	-9	x
COc1nc(Nc2ccc(C(C)C)cc2)nc(OC)n1	-5	102	105	19	-3	38	8	103
COc1cccc(C(C(=O)NC(C)(C)C)N(CCC(C)C)C(=O)CCC(=O)Nc2cc(C)on2)c1OC (stereo unspecified)	4	101	96	-16	3	0	0	98
COc1ccc2c(c1)C(=O)CC(c1ccc(OC)c(OC)c1)O2 (stereo unspecified)	0	87	98	9	9	4	-2	107
CSc1nsc(SCC(=O)Nc2ccc3c(c2)OCCO3)n1	-4	105	98	-1	1	17	-3	98
COc1ccc(C(=O)Nc2cccc(C(=O)N/N=C/c3ccc(OC)cc3OC)c2)cc1	0	100	99	-12	-21	36	9	104
Cc1ccc2nc(/C(C#N)=C/c3cn[nH]c3-c3ccc(F)cc3)[nH]c2c1	1	101	101	0	-6	76*	-3	101
COc1ccc(-c2csc(-n3ncc(-c4ccccn4)c3N)n2)cc1	11	95	97	20	4	17	9	94
CCOc1ccc(C(C)NC(=O)Cc2ccccc2)cc1OCC (stereo unspecified)	-2	89	99	-1	-8	-3	-3	96
CCCc1[nH]n(-c2nc3ccccc3s2)c(=O)c1C=NCCCN(CC)CC	1	97	97	8	12	11	4	98
O=C(Nc1ccccc1C(F)(F)F)N1CCCC1c1cccnc1 (stereo unspecified)	6	103	98	-4	12	32	-4	99
CC(=O)C1CCC2C3CCC4=CC(=O)CC[C@]4(C)[C@@]3(F)C(O)C[C@]12C (stereo partly specified)	6	x	89	-2	-21	4	2	99
COc1cccc(NC(=S)Nc2cc(C)cc(C)n2)c1	-11	117	101	-4	-5	66*	-5	110
Cc1ccc2[nH]c(=O)c3cc(C(=O)N4CCN(C(=O)c5ccco5)CC4)sc3c2c1	13	105	103	9	-5	78*	2	109
CCC(C(=O)NC1CCCC1)N(Cc1ccc2c(c1)OCO2)C(=O)c1snc(C(N)=O)c1N (stereo unspecified)	1	94	96	0	-19	0	-2	96
Clc1ccccc1CNCC1CCCO1 (stereo unspecified)	-6	98	102	-13	5	2	5	97
NCCCCCc1cn([C@@H](CO)C(=O)NCCCCCCCCCCC(=O)N2CCNCC2)nn1	-10	106	102	3	4	0	-6	91
CC(C)(C)C(=O)Nc1sc(-c2ccccc2)cc1C(=O)O	-3	116	96	2	1	21	-1	100
COc1ccc(CC(=O)OCC(=O)c2c(N)n(C)c(=O)n(C)c2=O)cc1OC	8	96	94	x	-6	0	-1	94
CCCOc1ccc(-c2nc(OC)c3ccccc3n2)cc1	-13	101	100	9	6	77*	-12	100
O=C(COC(=O)c1cccc(S(=O)(=O)N2CCOCC2)c1)Nc1ccc2c(c1)OCO2	2	102	101	-10	-9	0	-4	102
O=C(NCC(=O)N1CCC2(CC1)NCCc1[nH]cnc12)c1ccc(Br)cc1	1	104	99	-4	-5	3	1	95
CSc1nncn1/N=C/c1ccc2c(c1)OCO2	-5	97	99	2	5	51*	-1	109
CC(=O)N1c2ccc(S(=O)(=O)N(C)CC(=O)Nc3ccccc3C)cc2CC1C (stereo unspecified)	1	96	98	-13	-13	3	-1	103
COc1ccc(OC)c2c(N)c(C#N)c(C(F)(F)C(F)(F)F)nc12	1	105	99	7	6	10	8	96
O=C(Nc1ccc(Br)cc1)N1CCCCC1	4	111	103	3	12	8	3	99
COC(=O)c1ccc(NC2CC(=O)N(c3ccccc3C)C2=O)cc1 (stereo unspecified)	4	96	92	3	1	-1	-6	90
Cc1ccc(C)c(NC(=S)NNc2ccc(F)cc2F)c1	-5	119	103	5	-1	18	-13	106
CCNC(=O)NC1(C(=O)Nc2ccc3c(c2)OCCO3)CCCCC1	2	99	92	-9	-18	10	10	93

Shown with values under each structure: entries from further up.
Every second line gives: procasp3 activ	LAP4-GFP MLPCN	RPL19A-GFP yeast	EBNA-1 inh	ZTA counter	AHR act	procasp7 counter	MEP2-GFP yeast
- O=C1CC(C(=O)N2CCc3ccccc32)CN1c1ccccc1 (stereo unspecified)
 : 13	113	100	-2	11	4	12	110
- Cc1ccc2c(c1)SC1=NC(c3ccccc3)(C(F)(F)F)NC(=O)N12 (stereo unspecified)
 : 3	101	102	11	10	2	6	109

An excerpt from above, showing only procasp3 activ:
| Structure | procasp3 activ |
| --- | --- |
| Cc1ccc2c(c1)SC1=NC(c3ccccc3)(C(F)(F)F)NC(=O)N12 (stereo unspecified) | 3 |
| CC1(c2cnc(Nc3ccccc3)s2)CCC(=O)O1 (stereo unspecified) | -1 |
| Cc1c(N=Cc2cc(Br)cc(Br)c2O)cccc1C(=O)O | -2 |
| COc1nc(Nc2ccc(C(C)C)cc2)nc(OC)n1 | -5 |
